Tcruzi prolif – inhibitors of T. cruzi proliferation | 77,000 tested, 5.9% active | AID 624255 | T. cruzi beta-gal in NIH3T3, GalScreen luminescence, 90 h | inhibition, % at 8.34 µM;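 active = mean inhibition above about 93%, with at least 55% of replicates each passing it, limit read from the data, passing the limit was not always enough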
C diff HTS – C. difficile growth inhibition; 86,000 tested, 0.25% active; Clostridium difficile clinical isolate growth, OD600, 24 h; hits give low values; AID 1259249; growth activity, negative = inhibition, % at 16 µg/mL (by protocol);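 active = mean growth activity at or below -80% and every replicate also at or below -80%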;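 also: 0% = DMSO wells and -100% = levofloxacin 16 µg/mL wells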
GASC1 inh – blocks human GASC-1 (KDM4C) demethylase activity | Q9H3R0 | GST-KDM4C 2-372, H3K9me3 peptide, LANCE TR-FRET | inhibition, % at 12.5 µM | 96,000 tested, 0.15% active;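 active = mean replicate inhibition above about 25%, with at least 55% of replicates also reaching it, limit read from the data, passing the limit was not always enough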
Target sequence (Q9H3R0 2-372 limits assumed): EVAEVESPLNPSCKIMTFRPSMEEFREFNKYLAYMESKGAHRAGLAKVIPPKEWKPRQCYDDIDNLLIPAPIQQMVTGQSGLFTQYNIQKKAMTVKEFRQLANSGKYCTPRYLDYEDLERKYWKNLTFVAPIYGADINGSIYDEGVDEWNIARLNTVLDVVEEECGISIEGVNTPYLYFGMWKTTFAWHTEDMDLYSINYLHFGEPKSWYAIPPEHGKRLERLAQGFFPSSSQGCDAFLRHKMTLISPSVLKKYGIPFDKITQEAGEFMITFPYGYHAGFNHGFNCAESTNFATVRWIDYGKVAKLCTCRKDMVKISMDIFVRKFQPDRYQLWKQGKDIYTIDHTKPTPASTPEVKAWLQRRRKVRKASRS
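System – N-terminal GST-fused human GASC-1 (KDM4C) fragment, residues 2-372 · Input – enzyme final amount 10 nM · Technique – LANCE TR-FRET, Eu antibody, ULight-streptavidin, EDTA, ex 340 nm, em 618/671 nm · Medium – HEPES buffer, pH 7.5, plus ascorbate · Incubation – enzyme reaction 30 min, then detection 60 min, both room temperature · Reagent – H3K9me3 peptide with Fe(II)/2OG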
Pf Dd2 growth – inhibitors of Plasmodium falciparum Dd2 growth; P. falciparum Dd2 growth, SYBR Green, 72 h; hits give low values; activity change, % at 10 µM; 94,000 tested, 2.3% active; AID 1159554; in the data active = activity change below about -80%
* = called active by the depositor; x = not tested or not shown; & = joins results of further samples. An unsorted share of the library. Share with any hit: about 7.2%.

Order of values: Tcruzi prolif, C diff HTS, GASC1 inh, Pf Dd2 growth
COc1cc(CN2CC3(CN(C)C3)c3c([nH]c4cc(OC)ccc34)[C@@H]2CO)cc(OC)c1
 : x, 1, 0.4, -44
O=C(Cc1ccccn1)N[C@H]1CC[C@@H](CCNS(=O)(=O)c2cccc(F)c2)O[C@H]1CO
 : -39, x, -1.3, -10
CO[C@@H]1CN(C)C(=O)c2cc(NC(=O)Nc3cccc(F)c3)ccc2OC[C@@H](C)N(C(=O)Nc2c(C)noc2C)C[C@@H]1C
 : 40, x, 0.9, -72
O=C(C1CCC1)N1[C@@H](CO)[C@@H](c2ccccc2)C12CN(CCC(F)(F)F)C2
 : x, 12, 1.7, -5
Cc1noc(C)c1NC(=O)N[C@H]1CC[C@@H](CCNC(=O)C2CCCC2)O[C@@H]1CO
 : x, 0, 0.7, 2
CCN1[C@@H]2Cn3c(ccc(-c4ccccc4OC)c3=O)[C@H]1[C@@H](C(=O)N1CCOCC1)[C@@H]2CO
 : 21, -5, 0.4, 3
CO[C@@H]1CN(C)C(=O)c2cc(NS(=O)(=O)CC(F)(F)F)ccc2OC[C@@H](C)N(C)C[C@H]1C
 : 34, 2, -0.4, x
COc1cccc(C(=O)Nc2ccc3c(c2)OC[C@@H](C)N(CCc2ccccc2)C[C@@H](C)[C@@H](OC)CN(C)C3=O)c1
 : 68, x, 0.9, -55
CC(C)NC(=O)N1CC2(C1)[C@@H](c1ccccc1)[C@@H](CO)N2C(=O)C1CCCC1
 : x, 5, 0.8, 13
CC(C)CC#Cc1cnc2c(c1)C(=O)N([C@H](C)CO)C[C@H](C)[C@H](CN(C)C(=O)Nc1cccc(F)c1)O2
 : 90, 12, -2.6, -14

Order of values: Tcruzi prolif, C diff HTS, GASC1 inh, Pf Dd2 growth
CCS(=O)(=O)N1[C@H](CO)[C@H](c2ccccc2)[C@H]1CN(C(C)=O)C1CCCC1
 : x, 15, -1.4, 4
CC(C)NC(=O)N(C)C[C@@H]1OCCCC[C@@H](C)Oc2ccc(NC(=O)Nc3ccc4c(c3)OCO4)cc2C(=O)N([C@@H](C)CO)C[C@@H]1C
 : x, 3, -0.4, -3
O=C(Cc1ccccn1)N1CC(=O)N2[C@H](CO)[C@@H](c3ccc(-c4ccc(F)cc4)cc3)[C@@H]2C1
 : x, -10, 0.1, -13
CN1C(=O)c2cc(NC(=O)c3ccc(C(F)(F)F)cc3)ccc2OC[C@@H]2O[C@H](CC(=O)NCc3ccc4c(c3)OCO4)CC[C@@H]21
 : 93, 11, -3.3, -17
C[C@@H]1CN([C@H](C)CO)C(=O)Cc2cc(NC(=O)Cn3cnnn3)ccc2O[C@H]1CN(C)Cc1ccc(-c2ccccc2)cc1
 : -7, -21, 1.8, 4
CC(C)NC(=O)Nc1ccc2c(c1)C(=O)N([C@@H](C)CO)C[C@H](C)[C@H](CN(C)Cc1ccc(C(F)(F)F)cc1)OCCCC[C@@H](C)O2
 : x, 9, 1.0, x
COc1ccccc1NC(=O)Nc1ccc2c(c1)C(=O)N(C)C[C@H](OC)[C@H](C)CN[C@H](C)CO2
 : -52, 1, -0.5, 4
Cc1ccc(S(=O)(=O)Nc2ccc3c(c2)C(=O)N([C@H](C)CO)C[C@H](C)[C@@H](CN(C)Cc2ccc(Cl)c(Cl)c2)O3)cc1
 : 63, 21, -5.0, -2
O=C(C[C@H]1C[C@H]2c3cc(NC(=O)NC4CCCCC4)ccc3O[C@H]2[C@H](CO)O1)NCC(F)(F)F
 : -16, x, 0.1, 23
COCC#Cc1ccc2c(c1)O[C@@H](CN(C)Cc1cncnc1)[C@@H](C)CN([C@@H](C)CO)S2(=O)=O
 : -21, -1, 2.2, 7

Order of values: Tcruzi prolif, C diff HTS, GASC1 inh, Pf Dd2 growth
O=C(C[C@H]1C[C@@H]2c3cc(NC(=O)Nc4ccc(C(F)(F)F)cc4)ccc3O[C@@H]2[C@H](CO)O1)NC1CCCCC1
 : x, 2, -0.8, 25
O=C(c1cccnc1)N1CCCCN2[C@H](C1)[C@@H](c1ccc(C#Cc3ccccc3)cc1)[C@@H]2CO
 : 54, -3, x, -13
O=C(C[C@@H]1CC[C@@H]2[C@H](COC[C@H](O)CN2CC2CCOCC2)O1)N1CCOCC1
 : 31, x, -0.3, 7
O=C(N[C@H]1CC[C@@H](CC(=O)N2CCC(Cc3ccccc3)CC2)O[C@H]1CO)c1cnccn1
 : x, 1, -1.4, -8
CC(C)NC(=O)N(C)C[C@H]1Oc2ncc(C#Cc3ccc(F)cc3)cc2C(=O)N([C@H](C)CO)C[C@H]1C
 : -2, -3, -1.1, -7
COc1ccccc1CNC(=O)C[C@@H]1CC[C@@H](NC(C)=O)[C@@H](CO)O1
 : -44, -1, 0.0, -1
COCC#Cc1ccc2c(c1)O[C@@H](CN(C)C(=O)C1CCC1)[C@@H](C)CN([C@@H](C)CO)S2(=O)=O
 : 59, 2, -0.6, -17
COc1ccc(-c2cnc3c(c2)C(=O)N([C@H](C)CO)C[C@H](C)[C@H](CN(C)C(=O)C2CCC2)O3)cc1
 : 45, 2, -0.5, 4
O=C(O)[C@H]1[C@H](CO)[C@H]2Cn3c(ccc(-c4ccc(F)cc4)c3=O)[C@H]2N1CCc1ccccc1
 : 75, 4, 0.1, x
O=C(C[C@@H]1CC[C@H](NC(=O)Nc2ccc3c(c2)OCO3)[C@H](CO)O1)NCc1ccccc1
 : 8, 34, 1.4, 5

Order of values: Tcruzi prolif, C diff HTS, GASC1 inh, Pf Dd2 growth
COc1ccc2c3c(n(C)c2c1)[C@@H](CO)N(S(C)(=O)=O)CC31CN(C(=O)C2CC2)C1
 : x, 7, -0.7, 16
C[C@H](NC(=O)C[C@@H]1CC[C@@H]2[C@H](COC[C@@H](O)CN2Cc2ccc(C(F)(F)F)cc2)O1)c1ccccc1
 : 58, 5&-2, -0.1, -11
CC(C)C#Cc1ccc2c(c1)O[C@@H](CN(C)C(=O)c1ccncc1)[C@@H](C)CN([C@H](C)CO)S2(=O)=O
 : 107*, 1, -1.2, -11
COc1ccc(S(=O)(=O)N(C)C[C@H]2OCCCC[C@@H](C)Oc3ccc(NC(=O)Nc4ccccc4)cc3C(=O)N([C@H](C)CO)C[C@@H]2C)cc1
 : -53, 1, 0.2, -9
CCCC(=O)Nc1ccc2c(c1)C(=O)N(C)[C@H]1CC[C@H](CC(=O)NCC3CCCCC3)O[C@@H]1CO2
 : -21, -3, 1.6, -8
CCCNC(=O)[C@@H]1[C@@H](CO)[C@@H]2Cn3c(cccc3=O)[C@H]1N2Cc1ccccc1
 : -31, -3, -1.4, x
O=C(NCC[C@@H]1CC[C@@H](NS(=O)(=O)c2cccc(F)c2)[C@H](CO)O1)C1CCCC1
 : x, -1, 1.4, -1
C[C@@H]1CCCCO[C@H](CN(C)C(=O)c2ccccc2)[C@@H](C)CN([C@@H](C)CO)C(=O)c2cc(NS(=O)(=O)c3cccs3)ccc2O1
 : 49, 1, 0.5, -65
CC(=O)N1[C@H](C(=O)NCc2ccccc2F)[C@@H](CO)[C@@H]2Cn3c(ccc(-c4ccccc4)c3=O)[C@@H]21
 : 1, -9, -0.9, 29
CC(C)NC(=O)N(C)C[C@@H]1Oc2c(NC(=O)c3ccncc3)cccc2C(=O)N([C@@H](C)CO)C[C@@H]1C
 : x, 7, 0.8, 7

Compound profiles, from the list above:
Record of C[C@@H]1CCCCO[C@H](CN(C)C(=O)c2ccccc2)[C@@H](C)CN([C@@H](C)CO)C(=O)c2cc(NS(=O)(=O)c3cccs3)ccc2O1 → Tcruzi prolif = 49; C diff HTS = 1; GASC1 inh = 0.5; Pf Dd2 growth = -65
Record of CC(=O)N1[C@H](C(=O)NCc2ccccc2F)[C@@H](CO)[C@@H]2Cn3c(ccc(-c4ccccc4)c3=O)[C@@H]21 → Tcruzi prolif = 1; C diff HTS = -9; GASC1 inh = -0.9; Pf Dd2 growth = 29

The results go on.
Order of values: Tcruzi prolif, C diff HTS, GASC1 inh, Pf Dd2 growth
COc1ccc2c3c(n(C)c2c1)[C@@H](CO)NCC31CCN(Cc2ccc(-c3ccccn3)cc2)CC1
 : x, -7, 0.1, -88*
CCCN1C[C@H](C)[C@@H](OC)CN(C)C(=O)c2cc(NC(=O)c3cnccn3)ccc2OC[C@@H]1C
 : 10, x, 0.0, -13
COc1cccc(C(=O)Nc2ccc3c(c2)C(=O)N(C)C[C@@H](OC)[C@H](C)CN[C@@H](C)CO3)c1
 : -20, x, 0.2, 1
O=C(C[C@@H]1C[C@H]2c3cc(NS(=O)(=O)c4ccccc4)ccc3O[C@H]2[C@H](CO)O1)NCC(F)(F)F
 : -38, -12, 0.4, 25
O=C(c1ccc(F)cc1)N1CC(=O)N2[C@H](C1)[C@H](c1ccc(C#CC3CC3)cc1)[C@@H]2CO
 : x, -6, -0.4, 9
COC(=O)C[C@@H]1C[C@@H]2c3cc(NC(=O)NC4CCCC4)ccc3O[C@@H]2[C@H](CO)O1
 : -18, x, -0.1, 12
CCCNC(=O)C[C@H]1C[C@@H]2c3cc(NC(=O)Nc4ccccc4)ccc3O[C@@H]2[C@@H](CO)O1
 : 12, -4, -0.3, -58
CN1[C@@H]2Cn3c(ccc(-c4cccc(F)c4)c3=O)[C@H]1[C@@H](C(=O)NCc1ccccc1)[C@@H]2CO
 : 11, -4, 0.3, x
COc1ccc(CN2[C@@H](CO)[C@@H]3c4ccccc4N(C(=O)CC(F)(F)F)C[C@@H]32)cc1
 : 43, 32, -1.1, -13
C[C@@H]1CCCCO[C@H](CN(C)Cc2ccccc2)[C@@H](C)CN([C@@H](C)CO)C(=O)c2cc(NC(=O)Nc3ccc4c(c3)OCO4)ccc2O1
 : 80, -1, -1.8, -72

Order of values: Tcruzi prolif, C diff HTS, GASC1 inh, Pf Dd2 growth
CN(C)C(=O)C[C@H]1C=C[C@@H](NC(=O)C2CC2)[C@H](CO)O1
 : x, -4, 0.0, x
C[C@H](CO)N1C[C@H](C)[C@@H](CN(C)S(C)(=O)=O)Oc2ccc(NC(=O)Nc3cccc4ccccc34)cc2CC1=O
 : -4, 1, x, -4
C[C@@H]1CN([C@H](C)CO)C(=O)c2cc(NC(=O)CCN3CCOCC3)ccc2O[C@@H]1CN(C)Cc1ccccc1
 : 7, -1, -2.9, 11
O=C(C[C@H]1CC[C@H](NC(=O)c2cccc(F)c2)[C@@H](CO)O1)NCCN1CCCC1
 : 20, x, 1.3, 10
C[C@@H]1CCCCO[C@H](CN(C)C(=O)CCC(F)(F)F)[C@@H](C)CN([C@H](C)CO)C(=O)c2cc(NC(=O)Nc3ccc4c(c3)OCO4)ccc2O1
 : 88, 0, -1.3, -83*
COc1ccc(S(=O)(=O)Nc2ccc3c(c2)CC(=O)N([C@H](C)CO)C[C@H](C)[C@H](CN(C)Cc2ccc(Cl)c(Cl)c2)O3)cc1
 : 84, -1, 0.8, -15
COc1ccc2c3c(n(C)c2c1)[C@H](CO)N(S(C)(=O)=O)CC31CCN(C(=O)Nc2cccc(F)c2)CC1
 : x, 50, -0.6, -10
CC(C)CC#Cc1ccc2c(c1)O[C@H](CN(C)C(=O)C1CC1)[C@H](C)CN([C@@H](C)CO)S2(=O)=O
 : 94, x, -0.9, -44
O=C(C[C@@H]1C[C@H]2c3cc(NS(=O)(=O)c4ccc(F)cc4)ccc3O[C@H]2[C@@H](CO)O1)N1CCOCC1
 : -31, -1, -2.5, -13
CC(C)NC(=O)Nc1cccc2c1O[C@H](CN(C)Cc1ccc3c(c1)OCO3)[C@@H](C)CN([C@H](C)CO)C2=O
 : x, 6, 0.2, -13

Order of values: Tcruzi prolif, C diff HTS, GASC1 inh, Pf Dd2 growth
C[C@H]1CCCCO[C@H](CN(C)C(=O)Cc2ccccc2)[C@@H](C)CN([C@@H](C)CO)C(=O)c2cc(N(C)C)ccc2O1
 : 9, 0, 6.3, -21
O=S(=O)(N[C@@H]1CC[C@@H](CCn2cc(-c3cccc(F)c3)nn2)O[C@@H]1CO)c1ccc(Cl)cc1
 : -6, x, -2.1, 1
C[C@@H]1CCCCO[C@@H](CN(C)Cc2ccc(Cl)c(Cl)c2)[C@H](C)CN([C@@H](C)CO)C(=O)c2cc(NC(=O)c3ccccc3)ccc2O1
 : x, 3, -1.3, -78
O=C(Cc1cccnc1)N1CC(=O)N2[C@H](C1)[C@@H](c1ccc(/C=C/c3ccccc3)cc1)[C@@H]2CO
 : x, -17, -0.8, -4
CN(C)CC(=O)N1[C@H](CO)[C@H](c2ccc(C#CC3CCCCC3)cc2)[C@@H]1C#N
 : x, -3, -6.2, -79
COc1ccc(NC(=O)N(C)C[C@@H]2Oc3ccc(NC(=O)Cc4cn(C)c5ccccc45)cc3CC(=O)N([C@H](C)CO)C[C@H]2C)cc1
 : -4, -2, -0.4, 12
C[C@H](CO)N1C[C@H](C)[C@@H](CN(C)S(=O)(=O)c2ccc(Cl)cc2)Oc2ccc(NC(=O)Cn3cnnn3)cc2C1=O
 : 7, -10, -0.9, -14
COc1ccccc1NC(=O)N1CC[C@@H]2[C@H]1c1cc(-c3ccc(F)cc3)ccc1N(C)[C@@H]2CO
 : 112*, 0, -0.2, -13
C[C@H]1CN([C@@H](C)CO)C(=O)Cc2cc(NS(=O)(=O)c3ccc(F)cc3)ccc2O[C@H]1CN(C)S(=O)(=O)c1ccc(Cl)cc1
 : 18, 11, -0.9, -50
